p53ts 32C kill – cytotoxicity in p53ts cells at permissive temperature. hit rate 0.93% among 130,000. Potency, µM (doses to about 46.1 µM), without a hit: at the highest dose activity change, negative = cytotoxicity, most hits filed as cytotoxic. AID 924. H1299-p53A138V at 32C, ATP luminescence viability, 24 h;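 note: 0% = DMSO and -100% = full killing by reference compound; nearly all actives have a fitted effect of over 55% in size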
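Viability by ATPlite luminescence after 24 h compound treatment (up to 46 uM) at the permissive 32C. Cells are H1299 carrying p53 A138V. Scale runs from DMSO basal to 100 uM tamoxifen as full kill; AC50 from Hill fits.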
Imprint erasure – induces erasure of genomic imprints in mouse ES cells | mouse ES Peg3-LacZ reporter, beta-gal luminescence, 40 h | Potency, µM (series often up to 60.7 µM), inactives show at the highest dose activity change, positive = activation, usual class: activators | hit rate 0.02% among 110,000 | AID 1948;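 note: 0% = negative control wells on the plate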
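Readout: BetaGlo luminescence (5 min, room temp) for LacZ from the normally silent maternal Peg3 allele in female Peg3LacZ-Neo ES cells. Cells 300/well, 40 h, 37C, 5% CO2. Data normalized per plate to negative controls.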
IkB sig inh – IkB pathway inhibition in ABC-DLBCL cells; ABC-DLBCL IkBa-CBG/CBR dual luciferase ratio, 4 h; response scale: scaled: untreated 0%, proteasome inhibitor 100%; Potency, µM (titrated, usually from 57.1 µM), for inactives: at the highest dose IkBa stabilization activation; hit rate 0.04% among 110,000; AID 445; active = well fitted curve in the direction sought with a large enough effect in the signal ratio, not every such curve was filed as active; inconclusive = small, poorly fitted or top-dose-only effect, or a change in a side signal; the % refers to the signal ratio;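 note: the direction sought is a rising ratio; 0% = basal untreated cells and 100% = reference inhibitor full response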
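Curves were fitted separately to fusion (green), unfused (red) and ratio luminescence, then classed by r2, magnitude and activity. Cells: OCI-Ly3, 4 h compound plus doxycycline at 37C; 10 uM MG-132 defined full response.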
p53ts 39C tox – p53ts cell cytotoxicity, nonpermissive temperature | H1299-p53A138V viability at 39C, ATP luminescence, 24 h | Potency, µM (top dose mostly 46.1 µM), inactives show at the top dose activity change, negative = cell killing, hits mostly cytotoxic | hit rate 1.5% among 130,000; note: nearly all actives have a fitted effect of over 55% in size
Numbers without * were called inactive; ? = inconclusive; · = no result given; [ ] = another dose, or the depositor's remark. Unless noted, calls come from the whole dose curve; as a rule, active = well fitted curve in the direction sought with a large enough effect; inconclusive = small, poorly fitted or top-dose-only effect, or another doubt; inactive = no such curve, though single readings can be large; an effect the other way counts as inactive or inconclusive. Unless noted, % is set by controls: 0 for no effect and ±100 for the full control effect; potency is the fitted concentration of half-maximal effect.

Start of the data: the first two entries as a preview:
SMILES	p53ts 32C kill	Imprint erasure	IkB sig inh	p53ts 39C tox
CCc1ccccc1NC(=O)c1cc(S(=O)(=O)NCCc2ccc(OC)c(OC)c2)ccc1F	9%	-19%[10.9 µM]	0.9%	-23%
COc1ccc(C2NC3=C(CCC3)C3(C#N)C4(N=C(N)C23C#N)OCCO4)cc1 (stereo not drawn)	1%	1%	0.4%	7%

The list itself (from the top)
SMILES	p53ts 32C kill	Imprint erasure	IkB sig inh	p53ts 39C tox
CCc1ccccc1NC(=O)c1cc(S(=O)(=O)NCCc2ccc(OC)c(OC)c2)ccc1F	9%	-19%[10.9 µM]	0.9%	-23%
COc1ccc(C2NC3=C(CCC3)C3(C#N)C4(N=C(N)C23C#N)OCCO4)cc1 (stereo not drawn)	1%	1%	0.4%	7%
CC(C)(C)OC(=O)N1CCC(c2c(C(=O)N3CCN(c4ccccc4F)CC3)cnn2C(C)(C)C)CC1	7%	6%[10.9 µM]	?	?
CC(C)OC(=O)c1ccc(NC(=O)CSc2nc(-c3cccs3)cc(C(F)(F)F)n2)cc1	7%	-8%[10.9 µM]	?	2%
Cc1cn2c(=O)c(S(=O)(=O)NCCc3ccc(Cl)cc3)c(C)nc2s1	-2%	-13%[10.9 µM]	?	-6%
CCCn1c(C)nc2c(N3CCC(N(C)C)C3)nc(C)nc21 (stereo not drawn)	-4%	-7%	·	-12%
COc1cc(OC)cc(C(=O)Nc2ccc(S(=O)(=O)Nc3cc(C)nc(C)n3)cc2)c1	-3%	19%[10.9 µM]	?	20%
CCN(CC)C(=O)Oc1ccccc1NC(C)=O	-1%	1%	1.5%	1%
COC(=O)C1=C(c2ccccc2)c2ccccc2S(=O)(=O)N1CC(=O)Nc1ccc(F)c(F)c1	?	-5%[10.9 µM]	?	-24%
CC(=O)c1cnc(Nc2nc(C)c3ccc(C)cc3n2)nc1C	15%	1%	-0.4%	3%
CC(=O)CCc1c(C)[nH]c2ccc(NC(C)=O)cc2c1=O	0%	?	-2.3%	6%
CCN(CC)S(=O)(=O)c1ccc2c(c1)c(=O)c(C(=O)N1CCN(c3cccc(C)c3)C(C)C1)cn2C (stereo not drawn)	6%	4%[10.9 µM]	-0.9%	20%
CC(C)(C)c1cc(CN2CCOCC2)c(C(=O)O)o1	3%	11%	-1.5%	-13%
Cc1ccc(S(=O)(=O)Cn2cnnn2)cc1	-4%	-4%	0.2%	1%
COc1ccc(-c2nc(CS(=O)(=O)CC(=O)NCc3ccccc3Br)c(C)o2)cc1	-8%	-9%[10.9 µM]	?	-7%
Cc1ccccc1Cn1nnc2sc3c(c2c1=O)CCCC3	-13%	-9%[10.9 µM]	5.3%	6%
Nc1cccc(C(=O)Nc2ccc(N)cc2Cl)c1	-14%	-10%	6.8%	9%
CCCCN(CC)CCNS(=O)(=O)c1ccc2c(c1)oc(=O)n2C	-6%	-11%	1.9%	-3%
Cc1ccc(C2N(c3ccc(F)cc3)C(=O)C3CCCN32)cc1 (stereo not drawn)	-6%	-1%	5.2%	-1%
Fc1ccccc1N1CCN(CCCNc2ccc3nncn3n2)CC1	-8%	-16%	0.8%	7%
CN1C(=O)NC(NC(=O)C2CCCCC2)(C(F)(F)F)C1=O (stereo not drawn)	2%	-6%	-0.7%	8%
COc1ccc(-n2nc(C(=O)Nc3ccc(Cl)cn3)c3c4ccccc4n(C)c3c2=O)cc1Cl	3%	14%[10.9 µM]	?	35%[activator]
COC(=O)c1ccc(C(=O)OC)c(NC(=O)c2c(-c3ccccc3)c(-c3ccccc3)nn(C)c2=O)c1	6%	-10%[10.9 µM]	?	-8%
O=C(CSc1nnc(-c2c[nH]c3ccccc23)o1)N1CCCCC1	-6%	-3%	0.6%	-4%
O=C(Cc1ccccc1)NC1CC(=O)N(c2ccccc2)C1 (stereo not drawn)	-1%	-8%[10.9 µM]	?	3%

For convenience, some entries already given:
SMILES	p53ts 32C kill	Imprint erasure	IkB sig inh	p53ts 39C tox
CCN(CC)S(=O)(=O)c1ccc2c(c1)c(=O)c(C(=O)N1CCN(c3cccc(C)c3)C(C)C1)cn2C (stereo not drawn)	6%	4%[10.9 µM]	-0.9%	20%
CC(C)(C)c1cc(CN2CCOCC2)c(C(=O)O)o1	3%	11%	-1.5%	-13%
Cc1ccc(S(=O)(=O)Cn2cnnn2)cc1	-4%	-4%	0.2%	1%
COc1ccc(-c2nc(CS(=O)(=O)CC(=O)NCc3ccccc3Br)c(C)o2)cc1	-8%	-9%[10.9 µM]	?	-7%
Cc1ccccc1Cn1nnc2sc3c(c2c1=O)CCCC3	-13%	-9%[10.9 µM]	5.3%	6%
Nc1cccc(C(=O)Nc2ccc(N)cc2Cl)c1	-14%	-10%	6.8%	9%
CCCCN(CC)CCNS(=O)(=O)c1ccc2c(c1)oc(=O)n2C	-6%	-11%	1.9%	-3%

Next part:
SMILES	p53ts 32C kill	Imprint erasure	IkB sig inh	p53ts 39C tox
COc1ccc(N2CCN(C(=O)c3cc4c(s3)-c3ccccc3OC4)CC2)cc1	9%	6%[10.9 µM]	0.5%	6%
Cc1nnc(N2CCN(C(=O)NC(C)C)CC2)c2nn(-c3ccccc3)c(C)c12	4%	9%[10.9 µM]	-2.4%	10%
COc1ccc(OC)c(NC(=O)c2c(NCc3ccc(C)o3)sc3c2CCCCC3)c1	19%	-14%[10.9 µM]	10%	20%
Cc1ccc(Nc2c(-c3ccc(C)s3)nc3ccccn23)cc1	-4%	28%[10.9 µM]	?	1%
Cc1coc2cc3oc(=O)c(CCC(=O)N4CCCCC4)c(C)c3cc12	6%	-5%[10.9 µM]	?	-7%
O=C(OC(C(=O)NCc1ccc2c(c1)OCO2)c1ccc(Cl)cc1)c1ccco1 (stereo not drawn)	9%	-14%	0.7%	5%
O=C(OCc1ccco1)c1ccc(S(=O)(=O)N2CCCCC2)cc1	0%	4%	-2.2%	-1%
O=S(=O)(c1ccccc1)N1CCN(C2CCN(Cc3ccccc3)CC2)CC1	-4%	-14%	1.2%	-2%
Nc1ncnc2c1nc(Br)n2C1OC(CO)C(O)C1O (stereo not drawn)	?	-5%	·	?
Cc1c(C(=O)N2CCCCC2)c(S(=O)(=O)NCc2ccc(N(C)C)cc2)c(C)n1C	-1%	-14%[10.9 µM]	1.2%	6%
C=CCOc1ccccc1CNn1nnnc1N	4%	-7%	1.2%	6%
Cc1cc(C)c(S(=O)(=O)NCC(c2cccs2)S(=O)(=O)c2ccccc2)c(C)c1 (stereo not drawn)	4%	21%[10.9 µM]	?	2%
Cc1ccc(C)n1-n1c(C)nc2sc(-c3ccccc3)cc2c1=O	-19%	-68%[inhibitor]	?	-11%
CN(C)C(=O)c1ccc(-c2nc(NCc3ccccc3)c3ccccc3n2)cc1	-9%	-33%[inhibitor]	-1.2%[11.4 µM]	-15%
Cc1cccc(CNC(=O)c2ccccc2N)c1	1%	-13%	5.1%	3%
Cn1c(SCC(=O)N2CCN(c3ccccc3)CC2)nnc1-c1ccncc1	-4%	·	·	-5%
Cc1cccc(C)c1NC(=O)c1c(-c2ccccc2)noc1C	3%	-1%	-1.5%	-2%
COc1ccccc1N1CCN(S(=O)(=O)c2c(C)sc3ncn(CC(=O)NCCN(C)C)c(=O)c23)CC1	1%	6%[10.9 µM]	2.9%	-2%
Cc1ccccc1-c1nc2sc3c(c2c(=O)o1)CCC3	-8%	·	·	29%
O=C(COC(=O)Cc1cccc(C(F)(F)F)c1)NCC1CCCO1 (stereo not drawn)	-9%	6%	-0.9%	1%
CCOc1ccc(OCC)c(NC(=O)c2nnn(CC(=O)Nc3cc(Cl)ccc3OC)c2N)c1	-28%	11%[10.9 µM]	-0.9%	?
Nc1ncnc2c1nc(Sc1ccc(Cl)cc1)n2[C@@H]1O[C@H]2COP(=O)(O)O[C@@H]2[C@H]1O	1%	·	-1.1%	-12%
Clc1ccc2nc(N3CCCCC3)[nH]c2c1	?	-78%[inhibitor]	5.8%	?
O=C(Nc1cccc(C(=O)N2CCOCC2)c1)c1cncc(Br)c1	-5%	-7%	0.7%	7%
COc1ccc(N(Cc2cccs2)C(=O)c2ccco2)cc1	3%	-7%[10.9 µM]	?	2%

Other results follow.
SMILES	p53ts 32C kill	Imprint erasure	IkB sig inh	p53ts 39C tox
O=C(O)CSc1ccccn1	-9%	3%	0.7%	3%
CSc1nc2c(sc3ccccc32)c(=O)n1Cc1ccc(C)cc1	-6%	-15%[10.9 µM]	?	-17%
COC(=O)[C@@H](NC(=O)N(C1CCCCC1)C1CCCCC1)C(C)C	7%	-3%	1.6%	3%
CCOC(=O)c1ccccc1NC(=O)CN1C(=O)CCS(=O)(=O)c2ccccc21	-6%	-12%	2.7%	-8%
COc1ccc(/C=C/C(=O)Nc2ccc(Cl)cc2Cl)cc1	3%	?	8.9%	2%
Nc1nonc1N1CCCCC1	-5%	-2%	0.4%	-2%
COc1cc(OC)c(OC)cc1CNCCSc1nnnn1-c1ccccc1	-7%	-14%[10.9 µM]	1.7%	-8%
Cc1nc2ccc(S(=O)(=O)N(CC(=O)Nc3cccc(Cl)c3)Cc3ccccc3)cc2s1	4%	-4%[10.9 µM]	?	-5%
Cc1sc2nc(CN(CCc3ccccc3)C(=O)c3ccco3)[nH]c(=O)c2c1C	6%	-4%	-0.7%	9%
CCOC(=O)N1CCc2c(sc(NCc3ccc(OCC)cc3)c2C(=O)Nc2ccc(OC)cc2OC)C1	-2%	-15%[10.9 µM]	?	-6%
CCn1c(N)c(C(=O)NCc2ccco2)sc1=S	-15%	-11%	1.0%	-17%
Cc1cccc(N2CCCn3c2nc2c3c(=O)n(CCN3CCOCC3)c(=O)n2C)c1	2%	-3%	0.7%	-6%
CCC(=O)c1ccc(OCCN2CCOCC2)cc1	-3%	-12%	-0.5%	-2%
O=C(CN1CCN(Cc2ccccc2)CC1)NC(=O)NC1CCCCC1	-4%	-6%	2.0%	-2%
CCOc1ccc(C(=O)c2cn(CC(=O)Nc3ccc4c(c3)OCO4)c3ccc(OCC)cc3c2=O)cc1	4%	-15%[10.9 µM]	-1.3%	15%
CCCNS(=O)(=O)c1cccc2cccnc12	18%	5%	5.6%	1%
CCC(C)N1CC(O)=C(c2nc3ccccc3[nH]2)C1=N (stereo not drawn)	-23%	6%	?	?
O=C(C1CCN(S(=O)(=O)c2cnc[nH]2)CC1)N1CCc2ccccc2C1	-1%	-12%	-0.3%	7%
CCOc1ccc(-c2noc(-c3cccnc3)n2)cc1OC	-24%	-20%	-2.8%	-12%
COc1cccc(CNC(=O)c2nn(-c3ccc(C)cc3)c(=O)c3c2c2ccccc2n3C)c1	-19%	-18%[10.9 µM]	-2.5%	?
Cc1ccc(C(=O)NCCCn2ccnc2)o1	0%	2%	1.3%	-4%
CC(C)(C)N1C(=O)[C@H]2[C@H]3[C@H](O)[C@H](O)C/C(=N/OCc4ccccc4)[C@@H]3CC[C@@H]2C1=O	-1%[9.22 µM]	·	·	0%[9.22 µM]
CCOC(=O)CSc1nc2c(c(-c3ccc(C)o3)c1C#N)CCCC2	17%	-13%	8.2%	-7%
O=C(NCCc1ccccc1)c1ccc2c(c1)N(Cc1ccc(F)cc1)C(=O)c1ccccc1S2	12%	-9%[10.9 µM]	?	-4%
CN(C)c1ccc(-c2nn3c(-c4ccc(Cl)cc4Cl)nnc3s2)cc1	11%	13%	-0.9%	9%

(more compounds)
SMILES	p53ts 32C kill	Imprint erasure	IkB sig inh	p53ts 39C tox
COc1cc(CNCCSc2nnnn2C)ccc1OCc1ccc(Cl)cc1Cl	15%	-10%[10.9 µM]	-3.1%	25µM*
Cc1ccc(CNC(=O)c2ccc3c(=O)n(-c4ccccc4)c(=O)[nH]c3c2)cc1	7%	-8%[10.9 µM]	2.5%	22%
CSc1nc2ccccc2c(=O)n1N	2%	-6%	-0.6%	3%
Cc1onc(C(=O)N2CCC(C(N)=O)CC2)c1-c1ccccc1Cl	0%	-5%	2.7%	3%
CC1CCCCC1NC(=O)C1CCN(C(=O)NC2CCCCC2)CC1 (stereo not drawn)	-2%	2%	0.5%	4%
c1ccc(-c2csc3ncnc(NCCCN4CCOCC4)c23)cc1	7%	·	·	18%
Cc1cc(C)cc(NC(=O)CN2C(=O)c3ccccc3Sc3ncccc32)c1	12%	-11%[10.9 µM]	2.9%	-7%
CC1CCN(c2ncnc3c2c(-c2ccccc2)cn3-c2ccc(Br)cc2)CC1	-4%	-16%[10.9 µM]	-1.3%	?
CCCCN(C)S(=O)(=O)c1cc(Br)cc2c1N(C(=O)C1CC1)CC2	12%	-13%	-1.5%	0%

From PubChem BioAssay
